From PubChem BioAssay
OX1R antag – OX1R (human) antagonism | O43613 | OX1R-expressing cells, FRET antagonist read-out | inhibition, % at 6.6 µM | hit rate 1.8% among 330,000 | AID 485270; in the data active means inhibition mostly above about 38%, no sharp cut-off; inactive means mostly below about 40%;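 further: 0% = agonist challenge alone and 100% = reference antagonist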
Target sequence (O43613 whole entry, looked up): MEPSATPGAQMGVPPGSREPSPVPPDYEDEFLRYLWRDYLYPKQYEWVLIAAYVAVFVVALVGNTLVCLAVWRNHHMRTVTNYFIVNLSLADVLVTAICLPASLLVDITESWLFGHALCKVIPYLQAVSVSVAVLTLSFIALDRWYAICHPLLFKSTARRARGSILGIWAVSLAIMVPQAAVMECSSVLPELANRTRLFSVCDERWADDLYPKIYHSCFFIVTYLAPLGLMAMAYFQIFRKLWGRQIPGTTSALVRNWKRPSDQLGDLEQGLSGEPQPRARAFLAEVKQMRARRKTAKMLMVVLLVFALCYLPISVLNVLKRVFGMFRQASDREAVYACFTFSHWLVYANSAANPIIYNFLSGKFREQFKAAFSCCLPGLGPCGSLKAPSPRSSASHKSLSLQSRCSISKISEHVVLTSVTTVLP
STK33 kinase inh – inhibitors of human STK33 kinase | hit rate 0.073% among 320,000 | AID 2661 | purified STK33, MBP phosphorylation, ADP-Glo luminescence | inhibition, % at 10 µM;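 active means inhibition at or above 25%, using the most active replicate where run in duplicate; inactive means inhibition below 25%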
Target sequence (Q9BYT3 whole entry, looked up): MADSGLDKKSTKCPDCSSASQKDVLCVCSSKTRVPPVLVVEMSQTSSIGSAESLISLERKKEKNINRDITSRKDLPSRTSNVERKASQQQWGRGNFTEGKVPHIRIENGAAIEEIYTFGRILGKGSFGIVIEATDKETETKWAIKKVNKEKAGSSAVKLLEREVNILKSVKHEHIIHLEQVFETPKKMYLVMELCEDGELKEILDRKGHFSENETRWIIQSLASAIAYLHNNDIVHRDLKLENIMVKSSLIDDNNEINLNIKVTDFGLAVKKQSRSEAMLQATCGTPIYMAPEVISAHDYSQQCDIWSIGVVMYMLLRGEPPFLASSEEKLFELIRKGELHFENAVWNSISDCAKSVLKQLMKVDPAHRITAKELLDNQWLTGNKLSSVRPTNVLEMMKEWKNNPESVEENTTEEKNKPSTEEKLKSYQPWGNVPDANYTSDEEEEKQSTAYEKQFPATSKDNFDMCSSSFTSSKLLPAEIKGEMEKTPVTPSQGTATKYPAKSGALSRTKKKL
KCNQ2 block – KCNQ2 potassium channel inhibitors, primary screen, cell-based, CHO-K1, FluxOR thallium flux, B-score (AID 2156) | 20 min; active compounds read low | B-score at 10 µM | hit rate 1.1% among 310,000;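 active means fluorescence ratio B-score at most minus 3 library SDs, with starting brightness B-score within 2 library SDs, cut at about -5.5 in these data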
* = called active by the depositor; i = inactive; x = not tested or not shown.

SMILES	OX1R antag	STK33 kinase inh	KCNQ2 block
COC(=O)c1ccc(C2=NOC(C)(c3nnc(-c4cccc(Cl)c4)o3)C2)cc1 (stereo not given)	14.7	-0.7	i
CCOc1ccc(-c2nnc(SCC(=O)N3CCNC3=O)o2)cc1	1.6	-1.1	x
CCC(C(=O)NC1C(=O)N2C(C(=O)O)=C(CSc3nnc(C)s3)CSC12)c1ccccc1 (stereo not given)	0.9	-1.5	x
COCCCNC(=O)Cn1cc(/C=C(\C#N)C(=O)N2CCN(c3ccccc3)CC2)c2ccccc21	2.9	-3.6	i
CCN(CC)CC(=O)c1c[nH]c2ccc(OC)cc12	35.9	-1.4	i
O=C(Cc1csc(-c2cccc(Cl)c2)n1)Nc1cccc(S(=O)(=O)NC2=NCCC2)c1	9.1	0.9	i
Cc1ccccc1C(=O)NNC(=O)C1CC(=O)N(Cc2ccccc2)C1 (stereo not given)	12.6	x	i
COc1ccc(C2C(C(=O)c3cccs3)=C(O)C(=O)N2Cc2cccnc2)cc1OC (stereo not given)	25.7	-1.8	i
Cc1cc(=O)[nH]c(SCC(=O)NC2CCCCCCC2)n1	3.8	0.7	x
Cc1cccc(S(=O)Cc2ccc(C(=O)NC3CCN(Cc4ccccc4)CC3)o2)c1 (stereo not given)	18.6	-1.1	i
NS(=O)(=O)c1ccc(CCNCc2cccnc2)cc1	2.1	-2.5	i
COc1ccc(N2C(=O)C3CCCN3C2c2cccc(OC)c2)cc1 (stereo not given)	7.8	1.1	i
COc1ccc(-n2nnc3c(=O)n(Cc4cccc(C)c4)cnc32)cc1	9.1	-2.9	i
NS(=O)(=O)c1ccc(NC(=O)c2ccc(S(=O)(=O)N3CCc4ccccc43)cc2)cc1	4.5	-1.6	i
CCOc1ccc2nc(NCCNC(=O)C(C)(C)C)c(C)cc2c1	15.2	1.1	i
COc1ccc(CNC(=O)c2c(C)cc(=O)oc2C)cc1OC	8.9	-0.3	i
CC1(C)CC(=O)C(C(=O)/C=C/NCCc2ccccc2)C(=O)C1	7.7	-1.6	i
O=c1[nH]cc([N+](=O)[O-])cc1Br	24.1	-0.5	i
CC(=O)Nc1cccc(-c2nc3ccccc3c(=O)o2)c1	1.0	-0.9	i
O=C(CSc1nnc2scc(-c3ccc(F)cc3)n12)NCc1ccco1	7.7	-0.3	i
COc1ccc(N2CCN(c3ccnc4cc(Cl)ccc34)CC2)cc1	4.0	-1.4	i
NS(=O)(=O)c1ccc(NC2=CC(c3ccc([N+](=O)[O-])cc3)N(c3ccc(S(N)(=O)=O)cc3)C2=O)cc1 (stereo not given)	49.0	-1.2	i
Cc1ccc2ncnc(Oc3ncccc3NC(=O)C(C)(C)C)c2c1	2.5	-2.1	i
CCOC(=O)c1[nH]c(C)c(C(=O)NCc2ccc(C)cc2)c1C	6.4	-1.8	i
COc1cc(CN2CCC(C(=O)NCC(C)(C)CN(C)C)CC2)ccc1OCc1ccccc1	12.7	0.8	i
COc1ccc(OC)c(NC(=O)Cc2nn(C)c(=O)c3ccccc23)c1	24.2	-0.1	i
Cc1cc(C(=O)Nc2cccc3cccnc23)ccc1[N+](=O)[O-]	79.7*	x	i
S=C(Nc1ccc(Br)cc1)N1CCCC1	9.9	-2.2	i
CC(C)(C=O)Cc1cc(C(C)(C)C)c(O)c(C(C)(C)C)c1	8.4	-3.0	x
CNc1nc(SCc2ccc(C)cc2)nc2c1CCCC2	55.0	-0.4	i

Entries of single compounds from above. Screens in order: OX1R antag, STK33 kinase inh, KCNQ2 block
Listed for NS(=O)(=O)c1ccc(CCNCc2cccnc2)cc1 = 2.1, -2.5, i
Listed for CCOc1ccc(-c2nnc(SCC(=O)N3CCNC3=O)o2)cc1 = 1.6, -1.1, x
Listed for CC(=O)Nc1cccc(-c2nc3ccccc3c(=O)o2)c1 = 1.0, -0.9, i
Listed for COC(=O)c1ccc(C2=NOC(C)(c3nnc(-c4cccc(Cl)c4)o3)C2)cc1 (stereo not given) = 14.7, -0.7, i

(listing goes on)
SMILES	OX1R antag	STK33 kinase inh	KCNQ2 block
CCC(C)[C@H](NC(=O)[C@@H]1CSC2c3ccccc3C(=O)N21)C(=O)NCc1ccncc1 (stereo not given in full)	10.2	1.1	i
CCCn1cc(CN2CCN(Cc3ccc(C)o3)C(CCO)C2)c(C)n1 (stereo not given)	1.8	-0.4	i
CCOC(=O)c1cnc2c(c(C)nn2CC)c1NC1CC1	19.0	-0.7	i
O=C(CN1C(=O)c2ccccc2S1(=O)=O)Nc1ncc(Cl)cc1Cl	4.7	-2.2	x
Cc1ccc(Nc2nnc(C(C)(C)C)c(=O)n2N)cc1	22.5	-1.6	i
CCOC(=O)c1cnc2c(C(=O)OC)cccc2c1NCCN1CCOCC1	19.7	-0.6	i
CCn1c(=S)[nH]c2cc(S(=O)(=O)N3CCCCC3)ccc21	11.3	-1.0	i
CN(CC1CCCO1)S(=O)(=O)c1ccc(C(=O)Nc2ccc3c(c2)OCO3)cc1 (stereo not given)	26.4	-1.5	i
CCOC(=O)/C(=C\c1ccc(C)cc1)NC(=O)c1ccccc1	12.2	-3.0	i
COC(=O)c1ccc(Oc2nc(C)cc(Oc3ccccc3)n2)cc1	9.8	0.2	i
C/C(=N\NC(=O)CNC(=O)c1ccc2c(c1)OCO2)c1ccco1	7.9	0.8	i
CCc1ccc(NC(=O)c2cc(-c3ccc(F)cc3)on2)cc1	1.4	-2.5	i
COC(=O)c1ccc(NS(=O)(=O)c2ccccc2)o1	20.2	-1.2	i
O=C(NCCCn1ccnc1)c1cc(-c2ccccc2)on1	11.7	0.2	i
Fc1cccc(COc2ccccc2C(=S)N2CCCC2)c1	28.8	-1.1	i
CCOC(=O)c1[nH]c2ccccc2c1NC(=S)Nc1cccc(C)c1	6.0	0.6	i
CCC(C)N(CCNC(=O)CC1Oc2ccc(C)cc2NC1=O)C1CCCCC1 (stereo not given)	16.9	-0.6	i
O=C(CN1C(=O)NC2(CCCCCCC2)C1=O)NCc1ccc(Cl)cc1	3.6	-0.2	x
Cc1nnc(SCC(=O)c2ccc(C(C)C)cc2)s1	16.3	0.5	i
CCCc1cc(=O)[nH]c(SCC(=O)Nc2ccc3c(c2)CCC3)n1	16.9	-0.5	i
COc1ccc(NC(=O)C(=O)NCC(c2ccco2)N2CCc3ccccc3C2)cc1OC (stereo not given)	14.8	-0.8	i
CN(C(=O)CCN1CCCO1)C1CCCN(Cc2ccccc2F)C1 (stereo not given)	1.2	-0.1	i
Cc1cc2ncc(-c3cccs3)nc2cc1C	x	-0.4	i
COc1ccccc1-n1c(O)c(C=NCc2ccccn2)c2ccccc2c1=O	4.8	-1.8	i
CC(=O)Nc1ccc(S(=O)(=O)NCC2CCC(C(=O)N3CCCCC3)CC2)cc1 (stereo not given)	3.6	-1.6	i
O=C1Cc2ccccc2C(=O)N1Cc1cccc(Cl)c1	x	-0.5	i
Cc1cc(C)cc(N2C(N)=NC(N)=NC2c2ccccc2F)c1 (stereo not given)	-3.4	-0.1	i
CC(C)Sc1nc2ccc(Br)cc2[nH]1	5.3	0.6	i
N#CC12CCCCC1CC1CCCCC1(C#N)N2N (stereo not given)	7.4	-1.6	i
CCCc1cc2c(OC(=O)CC)c(-c3ccc(C(=O)OCC)o3)c(=O)oc2cc1OC	17.8	4.0	i

Structures above printed as active in OX1R antag.
SMILES	OX1R antag	STK33 kinase inh	KCNQ2 block
Cc1cc(C(=O)Nc2cccc3cccnc23)ccc1[N+](=O)[O-]	79.7*	x	i

Following part
SMILES	OX1R antag	STK33 kinase inh	KCNQ2 block
COc1ccc(C(=O)CSc2nnc(-c3ccco3)n2C)cc1	11.4	-1.0	i
COC(=O)CSc1nc(N)nc(C)c1Cl	28.9	0.6	i
CCCCOCC(O)CN1CCN(C(C)=O)CC1 (stereo not given)	7.7	-1.4	i
COc1ccc(CCN(C)CCCN2CC(c3ccccc3)CC2=O)cc1OC (stereo not given)	27.0	-0.2	i
Cc1ccc(NC(=O)CCOc2ccccc2)cc1S(=O)(=O)Nc1ccccc1Cl	53.1	-0.5	i
COc1cc(C(=O)NC(=S)N(CCC#N)Cc2cccnc2)cc(OC)c1OC	4.1	-0.4	x
COc1ccc(/C=C/c2noc(-c3ccccc3O)n2)cc1	10.1	3.4	i
O=C(CCc1nc2ccccc2c(=O)[nH]1)Nc1ccc(N2CCCCC2)cc1	14.2	-2.3	i
COc1ccc(C2C(C#N)=C(N)N(c3cccnc3)C3=C2C(=O)CCC3)cc1Cn1cc([N+](=O)[O-])cn1 (stereo not given)	5.0	-0.9	i
Cc1ccc(-c2nnc(-n3nnc4ccccc43)c3ccccc23)cc1	3.3	-0.8	i
COC(=O)c1cc(NC(=O)c2c(Cl)cnn2C)cc(C(=O)OC)c1	17.8	-0.7	i
COc1cccc(NC(=S)NC2CC(C)(C)NC(C)(C)C2)c1	13.0	0.8	i
COc1cccc(CNC(=O)C2CCN(S(=O)(=O)c3ccc4c(c3)OCCO4)CC2)c1	0.6	-0.5	i
O=C(CN(Cc1ccco1)Cc1ccco1)Nc1cc(S(=O)(=O)N2CCCCC2)ccc1Cl	9.6	-0.3	x
O=c1onc(-c2ccccc2)c2ccccc12	14.0	1.2	i
O=C(NC(CC(=O)N1CCCC(C(F)(F)F)C1)c1ccccc1)c1ccccc1Cl (stereo not given)	22.4	-1.5	i
O=C1Nc2ccccc2/C1=N\N1CCOCC1	12.0	-0.7	i
CCCN(C(=O)c1ccc2c(SCC(=O)O)c3c(nc2c1)CCC3)c1cccc(C)c1	31.5	0.4	i
O=c1[nH]nc(-c2ccc(OCc3ccc(Cl)cc3Cl)cc2)o1	11.3	-1.3	i
Cc1ccc(CSCC(=O)Nc2ccc(F)cc2)cc1	20.3	-0.1	i
Cc1ccc(-n2nc3c(c2NC(=O)c2cccs2)CS(=O)(=O)C3)c(C)c1	20.4	-1.0	i
COC(=O)c1c(C)cc(O)cc1O	11.4	0.8	i
CN(C)c1nnnn1-c1ccc(Cl)cc1Cl	6.9	-1.4	i
O=C(NCC1CCCO1)c1cccnc1NCc1ccc(F)cc1 (stereo not given)	7.4	1.4	i
CC(Sc1nc2sccc2c(=O)n1-c1ccccc1)C(N)=O (stereo not given)	3.4	0.2	i
CCCC(=O)OCCNC(=O)c1cc2ccccc2oc1=O	62.1	0.5	i
CCCCC1C2C(=O)N(c3ccccc3)C(=O)C2ON1c1ccccc1 (stereo not given)	7.5	-0.5	i
COc1cccc(C2(CSc3nnc(-c4cc(OC)c(OC)c(OC)c4)o3)OCCO2)c1	45.6	-0.8	i
Cc1ccccc1C(=O)NCCCCc1ccccc1	17.4	0.3	i
CC(C)N=C(NC#N)SCc1ccc(Br)cc1	19.6	-1.3	i

An excerpt from above with just KCNQ2 block:
smiles	KCNQ2 block
O=C(NCC1CCCO1)c1cccnc1NCc1ccc(F)cc1 (stereo not given)	i
CC(Sc1nc2sccc2c(=O)n1-c1ccccc1)C(N)=O (stereo not given)	i
CCCC(=O)OCCNC(=O)c1cc2ccccc2oc1=O	i
CCCCC1C2C(=O)N(c3ccccc3)C(=O)C2ON1c1ccccc1 (stereo not given)	i
COc1cccc(C2(CSc3nnc(-c4cc(OC)c(OC)c(OC)c4)o3)OCCO2)c1	i
Cc1ccccc1C(=O)NCCCCc1ccccc1	i
CC(C)N=C(NC#N)SCc1ccc(Br)cc1	i

The results go on.
SMILES	OX1R antag	STK33 kinase inh	KCNQ2 block
Cc1ccc(S(=O)(=O)NCc2ccccc2)cc1C(=O)NC1CCC(C)CC1 (stereo not given)	4.1	-0.4	i
CCCCS(=O)c1c(O)c2ccccc2[nH]c1=O (stereo not given)	17.7	-0.1	i
Cn1c(C(=O)N2CCCC(C(=O)NCCc3ccccc3)C2)cc2sccc21 (stereo not given)	8.7	-1.9	i
COc1ccccc1-c1nc(-c2ccc(Br)o2)no1	55.4*	-0.3	i
O=C(/C=C/c1ccco1)Nc1cccnc1	20.1	3.1	i
Cc1nnc(SC(C)C)n(N)c1=O	20.4	-1.9	i
Cc1c(Br)ccc(NC(=O)Cn2nc(-c3cccs3)ccc2=O)c1C	54.6*	-1.9	i
Cc1ccc2nc(NC(=O)CN3CCOCC3)sc2c1	12.5	1.6	i
Cc1c(NC(=O)N2CCCCCC2)c(=O)n(-c2ccccc2)n1C	15.3	-0.3	i
CCn1c(C)nc2cc(C(=O)N/N=C/c3ccc(N4CCOCC4)cc3)ccc21	23.8	0.4	i
C=CCn1c(SCC(=O)N(C)C2CCS(=O)(=O)C2)nc2ccccc2c1=O (stereo not given)	26.1	-1.0	i
CC1CC(C)CN(C(=O)CSc2nnc(CSc3ncccn3)n2C)C1 (stereo not given)	6.0	-1.7	i
Cc1cc(C)c(NC(=O)c2cc3c(nc4sccn43)s2)c(C)c1	15.2	-1.1	i
COCCC(=O)N1CCC(Oc2ccc(C(=O)N3CCC(N(C)C)C3)cc2)CC1 (stereo not given)	-1.2	-0.4	i
Cc1cc2ccccn2c1C(=O)c1ccc(F)cc1	18.6	0.3	i
COc1ccc(CC(=O)Nc2c(C(N)=O)oc3ccccc23)cc1	2.5	-1.2	i
COc1ccc(N(C)S(=O)(=O)c2ccc3c(c2)CCN3C(=O)C2CC2)c(OC)c1	29.9	0.9	i
CC(=O)c1ccc(-n2nnnc2SCC(=O)NNC(=O)c2ccco2)cc1	4.0	3.7	i
CCn1c(SCC(=O)c2ccccc2)nnc1-c1cc2cc(Br)ccc2o1	13.0	0.5	i
CC(=O)NC(Cc1c[nH]c2ccccc12)C(=O)OCC(=O)Nc1ccc2c(c1)OCO2 (stereo not given)	50.6	-0.2	x
CC(O)[C@H]1CC[C@H]2[C@@H]3CC[C@H]4C[C@@H](O)CC[C@]4(C)[C@H]3/C(=N/O)C[C@]12C (stereo not given in full)	9.1	1.8	i
COc1ccc(N(C(C)C(=O)N2CCC(Cc3ccccc3)CC2)S(C)(=O)=O)cc1 (stereo not given)	23.0	-0.1	i
Cc1[nH]c2ccccc2c1/C=N/Nc1ccc(F)cc1F	22.4	-0.1	x
Cc1ccc(-n2nc3c(=O)n(CC(=O)NCc4ccccc4)nc(C)c3c2C)cc1	6.4	1.3	i
